Screens deposited in PubChem BioAssay by National Center for Advancing Translational Sciences (NCATS).
D3 ag: activates the human D3 dopamine receptor; D3R DiscoveRx beta-arrestin cells, luminescence, 90 min; 410,000 tested, 0.58% active; max activation, %; P35462; in the data active = max activation above about 30%; note: 0% is about no effect; mostly tested at two doses, the higher about 12 µM
Target sequence (P35462 whole entry, looked up): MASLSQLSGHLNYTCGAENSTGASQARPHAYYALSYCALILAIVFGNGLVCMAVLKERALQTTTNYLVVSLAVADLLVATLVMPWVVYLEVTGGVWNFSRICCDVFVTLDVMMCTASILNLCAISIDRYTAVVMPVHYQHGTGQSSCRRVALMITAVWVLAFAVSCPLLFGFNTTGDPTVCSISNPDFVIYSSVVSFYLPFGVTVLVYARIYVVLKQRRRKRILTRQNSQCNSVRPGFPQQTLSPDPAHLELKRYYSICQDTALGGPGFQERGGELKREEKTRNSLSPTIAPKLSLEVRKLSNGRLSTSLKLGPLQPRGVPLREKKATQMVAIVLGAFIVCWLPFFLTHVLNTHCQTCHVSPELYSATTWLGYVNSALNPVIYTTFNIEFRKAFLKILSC
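Agonist-mode cell screen: cells plated at 1500/well and incubated overnight at 37 °C, then exposed to library compounds for 90 min at 37 °C. Detection reagent was added for 30–60 min at room temperature, and luminescence was read.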
SW480 rereplic: induces DNA re-replication in SW480 colon adenocarcinoma cells; SW480 DNA re-replication, Hoechst DNA content imaging, 48 h; Potency, µM (titrated, usually from 46.1 µM), for the others: at the highest dose re-replication activation, usual class: activators; 340,000 tested, 1.8% active; note: potency is the fitted concentration of half-maximal effect; % of control where 0% means no effect; nearly all actives have a fitted effect of over 55% in size
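Quantitative HTS format with DMSO vehicle controls; 48 hr drug incubation at 37 C, then 40 min Hoechst staining and scanning imager measurement at 405 nm excitation.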
GLP1R ag: agonists of human GLP-1 receptor; P43220; HEK293 GLP-1R CRE-luciferase, luminescence, 4-6 h; cells express a hypersensitive GLP-1R form; Potency, µM (titrated, usually from 45.6 µM), for inactives: top-dose activation, actives largely listed as activators; 380,000 tested, 0.007% active; AID 624172; note: potency is the fitted concentration of half-maximal effect; % of control where 0% means no effect
Target sequence (P43220 whole entry, looked up): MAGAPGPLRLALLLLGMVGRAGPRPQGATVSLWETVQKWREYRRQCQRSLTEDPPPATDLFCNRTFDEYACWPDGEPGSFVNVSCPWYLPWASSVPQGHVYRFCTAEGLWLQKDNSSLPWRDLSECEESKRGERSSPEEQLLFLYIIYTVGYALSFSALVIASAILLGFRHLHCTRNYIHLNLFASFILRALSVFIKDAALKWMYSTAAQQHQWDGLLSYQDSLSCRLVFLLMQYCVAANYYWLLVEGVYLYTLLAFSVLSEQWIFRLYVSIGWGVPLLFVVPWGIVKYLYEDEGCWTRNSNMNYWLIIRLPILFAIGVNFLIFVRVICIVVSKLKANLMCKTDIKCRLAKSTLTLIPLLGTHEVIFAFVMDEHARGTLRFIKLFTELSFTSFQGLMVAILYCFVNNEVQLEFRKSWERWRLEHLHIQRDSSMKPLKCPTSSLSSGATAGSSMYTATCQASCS
IL1B secr inh: inhibitors of inflammasome signaling (IL-1 beta secretion); activity change, % at 57.5 µM; 360,000 tested, 4.7% active; THP-1 LPS/ATP IL-1B secretion, AlphaLISA, 16 h; active compounds read low; in the data active = activity change below about -50%; inconclusive = mostly about -30% to -49%; note: % is set by controls: 0 for no effect and ±100 for the full control effect
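Secreted IL-1B measured by AlphaLISA bead assay after 16 h compound exposure of THP-1 cells; compounds (final up to 57.5 uM) added 1 h before LPS (250 ng/mL) and ATP (1.25 mM) stimulation; lower signal means less secretion.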
KB-3-1 cytotox: KB-3-1 parental cell cytotoxicity. KB-3-1 viability, CellTiter-Glo ATP luminescence, 72 h. Potency, µM (highest dose often 46.1 µM), inactives show at the highest dose activity change, negative = cytotoxic, usual class: cytotoxic. 400,000 tested, 1.4% active; note: potency is the fitted concentration of half-maximal effect; % is set by controls: 0 for no effect and ±100 for the full control effect; nearly all actives have a fitted effect of over 60% in size
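Parental KB-3-1 viability, qHTS format: 72 h compound exposure, 37 °C; CellTiter-Glo; media-only wells and DMSO plates as controls; concentration-effect fits on corrected data.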
HT1080NT lethal: kills 2HG-producing HT-1080-NT fibrosarcoma cells. HT-1080-NT fibrosarcoma viability, CellTiter-Glo ATP luminescence, 48 h. 360,000 tested, 1.6% active. Potency, µM (doses to about 46.1 µM), inactives show at the highest dose activity, negative = less viability, actives largely listed as cytotoxic;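 note: NT is the 2HG producing partner of a matched IDH1 knockdown line; potency is the fitted concentration of half-maximal effect; 0% = DMSO-treated cells and -100% = media-only wells without cells; nearly all actives have a fitted effect of over 55% in size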
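HT-1080-NT fibrosarcoma cells (2HG-overproducing), 750 cells/well in RPMI with 5% FBS, dosed after 2 h and incubated 48 h at 37C. CellTiter-Glo luminescence normalized to DMSO and no-cell wells; concentration-response curves fitted and classed.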
HT1080 IDH1KD tx: toxicity to HT-1080 IDH1 knockdown cells (counter line); HT-1080 IDH1 knockdown viability, ATP luminescence, 48 h; Potency, µM (doses to about 46.1 µM), for the others: top-dose activity, negative = toxicity, actives largely listed as cytotoxic; 360,000 tested, 2% active; AID 686971;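 note: potency is the fitted concentration of half-maximal effect; 0% = DMSO wells and -100% = cell-free medium wells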
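% activity derives from luminescence (CellTiter-Glo), normalised to DMSO and no-cell wells. HT-1080-IDH1KD cells, 750/well, had 48 h compound exposure at 37 °C.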
KB-V1 MDR tox: KB-V1 MDR subline cytotoxicity. KB-V1 MDR cells viability, CellTiter-Glo, 72 h. Potency, µM (series often up to 46.1 µM), inactives show at the top dose activity change, negative = cytotoxicity, most hits filed as cytotoxic. 400,000 tested, 3.4% active. AID 1347076; note: potency is the fitted concentration of half-maximal effect; % is set by controls: 0 for no effect and ±100 for the full control effect; nearly all actives have a fitted effect of over 60% in size
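Cells of the MDR subline KB-V1 are plated, dosed with compound at multiple concentrations, and incubated 72 h at 37 degrees C; CellTiter-Glo is then added and luminescence read after 10 min.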
DRD3 antagonist: antagonists of human D3 dopamine receptor; max response, negative = inhibition, %; D3R cells, DiscoveRx beta-arrestin luminescence, antagonist mode; active compounds read low; 360,000 tested, 2.5% active; in the data active = max response below about -50%; inconclusive = no clear call, values can overlap the other calls; note: % is set by controls: 0 for no effect and ±100 for the full control effect; mostly tested at two doses, the higher about 12 µM
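Cells expressing the human receptor were seeded at 1500 cells/well, incubated overnight at 37 degrees C in 5% CO2, then exposed to library compounds with dopamine controls for 90 minutes at 37 degrees C before luminescent detection.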
Active calls of the source: *; i = inactive; u = inconclusive; x = no result given; [ ] = remark or other dose. Unless noted, calls come from the whole dose curve; as a rule, active = well fitted curve in the direction sought with a large enough effect; inconclusive = small, poorly fitted or top-dose-only effect, or another doubt; inactive = no such curve, though single readings can be large; an effect the other way counts as inactive or inconclusive.

SMILES	D3 ag	SW480 rereplic	GLP1R ag	IL1B secr inh	KB-3-1 cytotox	HT1080NT lethal	HT1080 IDH1KD tx	KB-V1 MDR tox	DRD3 antagonist
CCC(=O)NNc1cccc(Cl)n1	5	2%	-18%	10	8%	9%	21%	5%	6
CC1CCCC(C)N1CCNC(=O)C1CCN(S(=O)(=O)N2CCCCC2)CC1 (stereo not drawn)	-7	15%	-2%	3	1%	11%	1%	9%	-7
COc1ccc(C(C)=O)cc1COC(=O)c1ccc(N)c([N+](=O)[O-])c1	0	-5%	u	42	-14%	-22%	-21%	u	-8
Cc1cccc(N2C(=O)CSC2c2cccnc2)c1 (stereo not drawn)	-5	-2%	1%	9	-1%	6%	-4%	22%	8
Cc1ccc(NC(=O)CN(C)C(=O)COc2cccc3ccc(C)nc23)cc1	-12	-49%[inhibitor]	7%	25	15%	5%[9.24 µM]	0%	-22%	-13
CC(C)CN1CCC(=O)N([C@H](CSc2ccc(Br)cc2)c2ccccc2)CC1	-53	-7%	0%	2	1%	2%	1%	-3%	0
Cc1nc(C(C)(C)O)n(-c2ccccc2)n1	-2	-3%	3%	27	1%	17%	22%	4%	14
O=S(=O)(NCCS(=O)(=O)N1CCN(c2ccc(F)cc2)CC1)c1ccc(F)cc1	-5	x	0%	31	-3%	-6%	0%	u	-3
Cc1cccc(N2C(=O)/C(=C/c3ccccn3)SC2=S)c1	-3	3%	6%	-13	0%	9%	6%	20%	u
CC(C)(C)NC(=O)C(c1ccc(O)cc1)N(Cc1ccc2c(c1)OCO2)C(=O)CCl (stereo not drawn)	4	x	3%	11	-7%	7%	13%	5%	-4
CC(Oc1ccc(Cl)cc1Cl)c1nc(-c2ccc(NC(=O)c3ccco3)cc2)no1 (stereo not drawn)	7	-2%	4%	-11	-23%	-10%	-21%	5.8µM*	24
CC(=O)N1c2ccccc2N=C(c2ccc(C(F)(F)F)cc2)C1C(=O)NC1CCCC1 (stereo not drawn)	6	x	x	0	-5%	-9%	-15%	u	5
O=C(O)CCCn1ccc2cc(S(=O)(=O)N3CCCC3)ccc21	-1	u	-3%	29	-20%	-9%	-3%	0%	5
Cc1ccnc(N2CCC(C(=O)Nc3ccc4c(c3)CCC4)CC2)n1	-1	0%	5%	41	19%	14%	12%	0%	8
CCCn1nnnc1NC(=O)c1ccc(C)cc1Cl	-3	-2%	0%	-11	-19%	-3%	-4%	12%	13
O=C(COC(=O)c1cccnc1Cl)Nc1cccc(S(=O)(=O)N2CCOCC2)c1	-16	-4%	0%	-7	x	5%	-2%	x	0
COc1ccc(C(=O)COC(=O)CNC(=O)c2cc(OC)cc(OC)c2)cc1	-2	-18%	-3%	7	-7%	-4%	-5%	-3%	-22
O=c1cc(C(F)(F)F)nc(-n2[nH]c3c(c2=O)CCCC3)[nH]1	0	u	-18%	83	u	-26%	-28%	u	-5
COc1ccc(/C=C/C2=CCN(Cc3ccc(OC)cc3)CC2)cc1	-12	17%	9%	-22	-14%	-21%	-3%	-10%	u
NC(=O)c1ccccc1NS(=O)(=O)c1cccs1	2	-5%	3%	2	-2%	14%	15%	u	18

Profiles, quoted from the list.
Results for `CCCn1nnnc1NC(=O)c1ccc(C)cc1Cl` : D3 ag: -3; SW480 rereplic: -2%; GLP1R ag: 0%; IL1B secr inh: -11; KB-3-1 cytotox: -19%; HT1080NT lethal: -3%; HT1080 IDH1KD tx: -4%; KB-V1 MDR tox: 12%; DRD3 antagonist: 13
Results for `COc1ccc(C(=O)COC(=O)CNC(=O)c2cc(OC)cc(OC)c2)cc1` : D3 ag: -2; SW480 rereplic: -18%; GLP1R ag: -3%; IL1B secr inh: 7; KB-3-1 cytotox: -7%; HT1080NT lethal: -4%; HT1080 IDH1KD tx: -5%; KB-V1 MDR tox: -3%; DRD3 antagonist: -22

Further entries follow:
SMILES	D3 ag	SW480 rereplic	GLP1R ag	IL1B secr inh	KB-3-1 cytotox	HT1080NT lethal	HT1080 IDH1KD tx	KB-V1 MDR tox	DRD3 antagonist
COC(=O)c1c(NC(=O)c2ccc(N(C)S(=O)(=O)c3ccc(C)cc3)cc2)sc2c1CCCC2	5	u	4%	3	-12%	1%	17%	7%	-16
CCc1ccc2nc3nc(C)cc(C)c3c(N)c2c1	-8	2.9µM*	-1%	-104*	5%	u	13µM*	21µM*	-9
O=C1CCCCCN1C(=O)c1ccccc1	-6	1%	0%	9	4%	13%	15%	13%	1
Cc1ccc(CNC(=O)c2c(-c3ccccc3Cl)noc2C)cc1	0	5%	-1%	18	u	-5%	-2%	-11%	10
CCCOc1ccc(-c2c(C(=O)N/N=C/c3ccc(C)cc3)nnn2-c2nonc2N)cc1	-3	-23%	10%	15	26%	16%	-20%	15%	-23
Cc1ccccc1N/N=C/c1ccc(C#N)cc1	1	-16%	-2%	u	-1%	-11%	-5%	-27%	11
COc1ccc(C(=O)NCC(=O)NCC(c2ccco2)N(C)C)cc1OC (stereo not drawn)	-3	u	7%	15	-1%	8%	12%	15%	4
CC1(C(=O)N2CCN(c3ccc([N+](=O)[O-])cc3)CC2)CC1(Cl)Cl (stereo not drawn)	2	-17%	8%	-11	-4%	-15%	-20%	u	-1
Cn1c(=O)c2sccc2n2c(CCCC(=O)NCCc3ccccc3)nnc12	1	-16%	-3%	-7	-2%	-1%	0%	-5%	-9
Cc1[nH]c2ccccc2c1C(c1ccncc1)N1CCN(c2ccccn2)CC1 (stereo not drawn)	-6	-12%	2%	48	-5%	-8%	-18%	4%	-10
CN(C)CCNC(=O)C1CCN(S(=O)(=O)c2ccc3ccccc3c2)CC1	1	-4%	5%	-5	0%	-7%	-16%	19%	-4
O=C(CCSc1nc(-c2ccco2)cc(C(F)(F)F)n1)NCCc1ccccc1	-6	-1%[9.22 µM]	2%	-3	-12%	-23%	-3%	u	-10
COc1ccc(C2(C)CC(C)(C)Nc3ccccc32)cc1 (stereo not drawn)	-3	-2%	0%	29	-2%	-5%	-12%	-1%	-1
COc1ccc(/C=C/C(=O)N2CCN(C)CC2)cc1S(=O)(=O)N1CCCCC1	-3	1%	12%	4	2%	2%	7%	-10%	19
Cc1cc(N)n(-c2ccc(C)c(C)c2)n1	-11	2%	12%	27	-12%	-9%	-1%	-12%	-22
O=C(Cc1ccccc1)Nc1ccc(Cl)cn1	-3	-6%[9.22 µM]	10%	u	-2%	-1%	-5%	-9%	-21
O=C(NNC(=O)C1CCC1)c1cccc(Cl)c1	-2	-24%	0%	-7	-21%	-1%[9.24 µM]	7%	0%	-3
CC(C)C(=O)Nc1ccc(Oc2ccc3c(c2)C(=O)NC3=O)cc1	5	-5%	-9%	6	8%	16%	-15%	0%	11
N#Cc1ccc(C(=O)Nc2cc3nn(-c4ccccc4)nc3cc2Cl)c(F)c1	-5	x	-3%	x	4%	x	x	4%	x
Cc1ccc(-c2csc(N)n2)s1	0	-2%	-7%	-23	4%	-5%	-6%	u	12
CCCCNC(=O)C1(C)CCCCN1C(=O)c1oc2ccccc2c1C (stereo not drawn)	-3	x	8%	21	0%	7%	-6%	2%	8
O=C(CSCc1ccc(Cl)cc1Cl)Nc1ccc(O)cc1C(=O)O	6	-6%	-1%	2	9%	10%	5%	7%	145
Cn1c(SCC(=O)Nc2ccccc2)nnc1C(F)(F)F	0	-51%[inhibitor]	9%	-1	3%	10%	4%	13%	0
Cc1cc(C)c(S(=O)(=O)N2CCOC2CNC(=O)C(=O)NCc2ccco2)c(C)c1 (stereo not drawn)	1	-1%	12%	0	20%	2%	-4%	-2%	11
O=C(CCN1C(=O)c2ccccc2C1=O)C1=NN[C@@H]2C(=O)N(c3cccc(Cl)c3)C(=O)[C@H]12	-8	0%	0%	-4	-3%	2%	3%	12%	-18
COc1cccc(OC)c1OC(=O)c1ccccc1	0	0%	-3%	-9	6%	10%	7%	-2%	3
CC(=O)Nc1ccc(NC(=O)Oc2ccccc2)cc1	-7	-4%	-8%	0	-9%	9%	10%	1%	u
Clc1nccnc1-c1ccccc1	-5	-1%	17%	29	23%	3%	10%	-3%	-5
CC(=O)Nc1ccc(NC(=O)c2ccc(Cn3cc(Cl)cn3)cc2)cc1	7	-3%	-6%	-19	2%	-1%	11%	-4%	4
Cc1cccc(N2CCN(C(=O)C3CCCN(S(=O)(=O)c4cnc[nH]4)C3)CC2C)c1 (stereo not drawn)	27	9%	5%	23	-10%	5%	3%	-1%	12
CCc1ccc(Nc2nnc(SCC(=O)Nc3cccnc3Cl)s2)cc1	4	6%	9%	21	11%	-2%	0%	16µM*	-16
COc1ccc(/C=C/C(=O)NCC(=O)N/N=C/c2cc(Br)ccc2OC)cc1	-40	1%	-2%	11	-24%	u	u	1%	-58*
O=C(NCc1ccccc1Cl)C(=O)NCC1OCCCN1S(=O)(=O)c1cccs1 (stereo not drawn)	0	u	-12%	i	-12%	5%	13%	u	6
COc1cccc(C=C(C(C)=O)C(=O)c2ccccc2)c1	-8	x	-24%	-113*	u	u	16µM*	u	-21
Cc1cc(C)n2nc(CNS(=O)(=O)c3c(F)c(F)c(F)c(F)c3F)nc2n1	-4	1%	3%	5	u	u	0%	2%	-20
CCOc1ccccc1C1C(C(=O)Nc2ccccc2)=C(C)Nc2nc(-c3ccccc3)nn21 (stereo not drawn)	-13	x	-7%	x	-22%	x	x	-6%	x
COc1ccc(NC(=O)CCCN2C(=O)C3C4C=CC(C4)C3C2=O)c(OC)c1 (stereo not drawn)	3	-3%	2%	-3	11%	4%	5%	2%	9
O=C(Cc1c(Cl)cccc1Cl)Nc1ccncc1Cl	-3	-10%	7%	22	-4%	2%	0%	0%	4
Cc1ccc(NC(=O)N2CCN(c3ccccn3)CC2)cc1	12	-11%	12%	-6	15%	5%	16%	-4%	4
CC1CC(C)CN(S(=O)(=O)c2ccc(C(=O)NN3CCOCC3)cc2)C1 (stereo not drawn)	-4	-45%[inhibitor]	-6%	15	0%	-5%	1%	u	-12
Cc1ccc(-c2cc(C(=O)N3CC4(C)CC3CC(C)(C)C4)no2)cc1 (stereo not drawn)	0	0%	-2%	17	1%	0%	5%	2%	19
